# Compound activity from PubChem.
# AddAB inh: less growth of phage-infected E. coli with AddAB | E. coli expressing H. pylori AddAB, absorbance growth | inhibition, % at 11.9 µM | 330,000 compounds, 0.29% hits | AID 435030; in the data active = inhibition above about 12%;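 also: 0% = vehicle wells of infected cells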
# DAGLB inh: diacylglycerol lipase beta (human) inhibition; inhibition, % at 5.17 µM; 340,000 compounds, 0.059% hits; Q8NCG7; HEK293T DAGLB membrane lysate, EnzChek fluorogenic substrate; AID 504411; in the data active = inhibition above about 34%;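 also: 0% = enzyme with vehicle and 100% = wells lacking enzyme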
# Target sequence (Q8NCG7 whole entry, looked up): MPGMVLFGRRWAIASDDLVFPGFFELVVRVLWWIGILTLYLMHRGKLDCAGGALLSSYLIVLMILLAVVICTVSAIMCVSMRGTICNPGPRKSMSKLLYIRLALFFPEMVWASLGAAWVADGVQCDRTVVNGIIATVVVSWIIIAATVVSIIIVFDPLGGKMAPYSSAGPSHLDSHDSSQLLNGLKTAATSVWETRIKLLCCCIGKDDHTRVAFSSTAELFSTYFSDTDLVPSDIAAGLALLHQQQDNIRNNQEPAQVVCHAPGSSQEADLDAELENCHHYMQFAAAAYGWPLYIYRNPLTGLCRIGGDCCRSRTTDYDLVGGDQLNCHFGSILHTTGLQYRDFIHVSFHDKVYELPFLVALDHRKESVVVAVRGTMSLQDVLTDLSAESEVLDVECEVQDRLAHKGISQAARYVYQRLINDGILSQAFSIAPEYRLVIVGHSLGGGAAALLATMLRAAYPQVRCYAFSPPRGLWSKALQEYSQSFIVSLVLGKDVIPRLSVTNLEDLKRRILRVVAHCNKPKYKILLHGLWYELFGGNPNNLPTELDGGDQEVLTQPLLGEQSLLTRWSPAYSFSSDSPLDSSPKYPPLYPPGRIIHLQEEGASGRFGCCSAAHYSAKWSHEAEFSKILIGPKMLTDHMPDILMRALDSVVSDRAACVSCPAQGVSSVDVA
# phage Ecoli inh: E. coli growth loss with phage present | inhibition, % at 11.9 µM | 360,000 compounds, 0.26% hits | growth absorbance | AID 651602; in the data active = inhibition above about 11%
# Wnt act: activators of Wnt/beta-catenin signaling; Wnt/beta-catenin reporter cell assay, activator, plate reader; activation, % at 9.35 µM; 300,000 compounds, 1.2% hits; AID 743398; in the data active = activation above about 30%, passing the limit was not always enough;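 also: 0% = neutral control wells and 100% = positive control wells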
# Rtt109 Vps75: inhibitors of Candida albicans Rtt109/Vps75 histone acetyltransferase; Q5AAJ8; purified Rtt109/Vps75, ThioGlo CoA-SH fluorescence, 4 h; inhibition, % at 34.9 µM; 330,000 compounds, 0.16% hits; AID 540336;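 active = inhibition of at least 50% in every replicate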
# Target sequence (Q5AAJ8 whole entry, looked up): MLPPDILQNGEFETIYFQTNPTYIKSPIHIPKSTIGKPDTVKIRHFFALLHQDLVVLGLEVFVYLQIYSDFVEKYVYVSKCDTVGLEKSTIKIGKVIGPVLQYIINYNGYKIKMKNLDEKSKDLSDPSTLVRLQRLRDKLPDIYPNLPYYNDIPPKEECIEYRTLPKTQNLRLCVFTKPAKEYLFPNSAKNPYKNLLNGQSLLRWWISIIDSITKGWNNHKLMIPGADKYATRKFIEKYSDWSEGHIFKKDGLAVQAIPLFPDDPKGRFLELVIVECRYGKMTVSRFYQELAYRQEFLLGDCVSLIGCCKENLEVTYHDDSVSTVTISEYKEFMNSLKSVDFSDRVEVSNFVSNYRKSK
# Tat transport: blocks Tat-dependent protein export in E. coli. 340,000 compounds, 0.036% hits. inhibition, % at 10 µM. AID 488895. E. coli MC4100 TorA-mCherry Tat export, fluorescence;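 active = mean replicate inhibition at least 50% and at least half of replicates individually reaching 50%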;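 also: exported cargo escapes ClpAP degradation while cytoplasmic cargo is degraded and loses fluorescence; 0% = median of neutral control wells and 100% = median of NaSCN control wells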
# PfHsp90 set2: reduces growth (ATP signal) of yeast expressing P. falciparum Hsp90. S. cerevisiae expressing PfHsp90, BacTiter-Glo ATP, 48 h; yeast lacking PDR1 and PDR3 efflux regulators. inhibition, % at 9.4 µM. 310,000 compounds, 0.32% hits. AID 504621;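 active = every replicate shows inhibition above about 80%, whatever the replicate mean, limit read from the data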;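 also: 0% = DMSO neutral controls and 100% = 20 µM radicicol positive controls; yeast relying on Plasmodium falciparum Hsp90 in place of its own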
# Ecoli viability: bacterial growth inhibition, counter-screen for AddAB inhibitors | E. coli V3065 growth, OD600 absorbance, 18 h | inhibition, % at 11.9 µM | 330,000 compounds, 0.27% hits;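 active = inhibition above the campaign's mean inhibition across all tested compounds plus 3 SD, cut at about 9.9% in these data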;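 also: uninfected addAB+ strain grown without phage in ampicillin broth; 0% = DMSO wells and 100% = ciprofloxacin 0.95 µg/ml wells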
# PvdQ inh: P. aeruginosa PvdQ acylase inhibition | inhibition, % at 10 µM | 340,000 compounds, 0.063% hits | purified PvdQ acylase, fluorescence plate reader | AID 488965; in the data active = inhibition above about 30%, passing the limit was not always enough;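 also: 0% = vehicle neutral wells and 100% = reference inhibitor wells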
# CAL PDZ FP: inhibitors of human CAL PDZ peptide binding; AID 504414; Q9HD26; inhibition, % at 20 µM; purified CAL PDZ, TMR-peptide fluorescence polarization, 1 h; 330,000 compounds, 0.02% hits;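 active = highest replicate inhibition of at least 40%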;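 also: plate controls were DMSO neutral control wells for no effect and unlabeled competitor peptide control wells for full effect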
#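 Material: tagged CAL PDZ protein CerCALP, purified; buffer or medium: sodium phosphate/NaCl buffer pH 7.4 with TCEP, IgG, Thesit; also added: fluorescent TMR peptide probe; schedule: 1 h incubation at room temperature before polarization reading; technique: fluorescence polarization from S- and P-plane intensities, G-factor corrected; control set: unlabelled peptide and DMSO controls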
# Starred values were filed as active, the others as inactive; x = no result given.
SMILES,AddAB inh,DAGLB inh,phage Ecoli inh,Wnt act,Rtt109 Vps75,Tat transport,PfHsp90 set2,Ecoli viability,PvdQ inh,CAL PDZ FP
COc1ccc(NC(=O)CN(c2cc(C)cc(C)c2)S(=O)(=O)c2c(C)noc2C)cc1,3.7,-5,0.8,-5,-1,5,-4,-2.1,-5,0.1
CCN(CC(=O)Nc1ccc2c(c1)OCCO2)CC(=O)Nc1ccc(C)c([N+](=O)[O-])c1,-2.2,-3,2.1,-2,x,1,-16,-2.3,2,-0.4
COc1ccc(-n2c(Cn3c(=O)sc4ccccc43)nnc2SC)cc1,3.8,1,1.5,-3,0,-1,8,-0.3,-15,-0.5
CC(C)(C)NCCC(O)c1cc(C(F)(F)F)nc2c(C(F)(F)F)cccc12 (stereo not given),x,0,2.4,-5,-4,0,-11,x,-11,-1.7
O=C(Cc1c(F)cccc1Cl)NNC(=O)c1ccco1,-0.4,-1,-1.5,-4,3,5,x,-1.2,-5,-0.5
CC(C)(C)c1ccc(/C=C/C(=O)Nc2ccncc2)cc1,4.8,2,-1.5,x,3,-2,0,1.3,-10,-5.2
O=C(COC(=O)/C=C/c1ccc(OC(F)F)cc1)Nc1ccc(N2CCOCC2)cc1,2.6,2,1.0,1,-27,4,x,0.6,-17,-1.2
O=C(NC(=S)Nc1ccc(Cc2ccncc2)cc1)c1ccccc1F,3.3,-3,1.0,2,13,-4,17,0.5,8,-2.0
COC(=O)c1c(C(C)=O)cnc2ccc(Br)cc12,-0.6,-2,1.7,-2,12,-5,-16,-0.2,-1,x
O=c1ccc(/C=C/c2ccccc2)nn1Cc1ccc(Cl)cc1Cl,1.9,0,1.3,x,8,-2,x,-0.6,-1,2.2
COc1ccc(S(=O)(=O)Cc2ccc(C(=O)N3CCC(C(N)=O)CC3)o2)cc1,3.6,-1,0.3,-2,-5,16,33,0.3,-3,-0.5
CCOCCc1nnc(NC(=O)CCC2CCCCC2)s1,2.2,-2,-1.9,1,-3,-21,3,0.5,-17,-6.0
C/C(CC(=O)NCCc1ccccc1)=N\NC(=O)COc1ccc(Br)cc1,3.4,-2,1.5,-2,2,-5,-3,0.8,-10,-1.9
CC(=O)Nc1cccc2c1C(=O)NC2=O,3.5,-1,4.9,x,-3,-1,19,-2.5,-10,-1.8
O=C(NCC1CCCO1)c1onc(CSc2cccc(Cl)c2)c1C(=O)O (stereo not given),0.5,3,0.7,3,8,4,-20,-0.5,13,-0.5
Cc1ccc(C2=NCCn3c2c2ccccc2[n+]3[O-])cc1,5.7,0,1.0,8,12,-3,x,6.2,-9,0.0
O=C(N/N=C/c1cc([N+](=O)[O-])ccc1O)NC12CC3CC(CC(C3)C1)C2,5.0,7,4.2,-4,2,-8,13,2.1,-6,-0.3
Cc1cccc(C)c1NC(=O)CN(C)S(=O)(=O)c1ccc(-c2ccc(=O)[nH]n2)s1,2.7,4,-0.6,-6,2,-2,15,2.3,-19,-2.8
O=C(NCc1ccc(F)cc1)c1ccc[nH]1,0.2,-3,5.0,0,-10,-9,-5,3.4,-9,-2.9
O=C(NCc1ccc(F)cc1)c1cccc2c1C(=O)N(Cc1cccnc1)C2,-1.1,-1,0.9,-9,-17,-4,-30,-0.4,-28,-1.0
Cc1ccc(CC2SC(=Nc3ccccc3)N(c3ccccc3)C2=O)cc1 (stereo not given),0.0,-7,0.4,x,-1,6,-37,0.5,-10,-3.8
CCCCCCCCNCCS(=O)(=O)NCc1ccccc1,x,-4,5.5,-7,5,1,0,x,-12,-0.2
COc1cc(OC)cc(C(=O)Nc2ccc(-c3nc4ccccc4o3)c(O)c2)c1,0.8,-9,x,x,-15,1,4,-3.9,-7,-3.1
CCOC(=O)C1=NNC(C(=O)O)C1c1ccccc1 (stereo not given),x,-2,2.3,-1,4,-2,24,x,10,-2.1
CN(C)S(=O)(=O)c1ccc(C(=O)Nc2ccc(CN3CCCC3)cc2)cc1,1.3,-1,-0.5,x,1,0,-8,1.4,-22,-0.6
Cc1cc(C)c2c(=O)n(CC(=O)Nc3cccc(Cl)c3C)sc2n1,-0.1,-2,0.1,-1,150*,-4,10,1.0,2,-0.6
CCc1ccc(S(=O)(=O)NCc2ccc(N3CCN(C)CC3)cc2)cc1,1.4,1,3.0,1,-2,0,-8,-2.6,-7,-0.8
COc1cc(-c2nc3ccc4ccccc4c3c3c2CCC3)cc(OC)c1OC,1.0,-5,0.9,x,-1,-4,-8,-0.6,-14,-3.8
COc1cc(C(=O)NNC(=O)CSc2nnc3ccccn23)cc(OC)c1OC,1.6,0,1.3,-2,4,4,-14,1.4,-3,-0.6
COc1cccc(-c2nn(-c3ccccc3)cc2C(=O)O)c1,-1.2,-1,2.7,x,-3,1,2,1.9,-16,x
O=c1c(S(=O)(=O)c2ccc(Cl)cc2)cn(Cc2ccccc2)c2ccc(F)cc12,0.7,-3,4.3,-2,3,-7,13,0.4,-14,-1.4
COc1ccc(C)cc1Cn1nnc2ccccc21,1.1,-6,2.1,2,-2,2,-5,0.9,7,-0.5
CN(C)CC(C)(C)CNC(C(=O)Nc1ccc(Cl)cc1C(F)(F)F)c1ccccc1 (stereo not given),-0.3,-2,1.9,-1,6,12,4,-0.2,4,-4.7
Cc1ccnc(NC(=O)c2sc3cc(Cl)ccc3c2Cl)c1,3.8,0,2.3,30,-2,-7,-5,-0.9,-8,-1.3
O=C(C1CCN(S(=O)(=O)c2cccnc2)CC1)N1CCCCC1,0.6,-1,1.7,-3,-3,-2,18,0.1,-4,-1.5
COC(=O)c1ccc(NC(=O)C2CCCN(S(=O)(=O)c3cnc[nH]3)C2)cc1 (stereo not given),1.4,-1,3.3,-5,8,8,6,2.3,-23,-1.0
CCCc1cc(=O)oc2cc(OCC(=O)N3CCC(C(N)=O)CC3)ccc12,3.0,0,0.8,-2,-7,-5,15,0.0,-9,0.6
O=C(Nc1ccc([N+](=O)[O-])cc1)c1ccccc1F,5.0,2,1.4,23,-2,6,4,-0.4,-9,-0.9
COc1ccc(CCNC(=O)c2ccc(Cl)c(S(=O)(=O)N3CCCC3)c2)cc1,3.5,0,-0.1,13,1,-6,-18,-0.8,-15,0.3
COc1cc(OC)c2c(-c3ccccc3)cc(=O)oc2c1C(CCN1CCCCC1)c1ccc2c(c1)OCO2 (stereo not given),2.4,0,0.6,-7,2,1,x,-1.5,-11,-3.1
O=C(Cc1ccccc1[N+](=O)[O-])N1CCN(c2ccc(F)cc2)CC1,3.1,3,5.4,-4,-14,-6,27,-0.4,-8,0.1
C/C(=N\OC(=O)Nc1ccc(Cl)cc1)c1ncc(C(F)(F)F)cc1N1CCOCC1,1.7,-4,3.0,25,-9,-8,2,2.5,-9,0.5
O=C(NCc1ccc2c(c1)OCO2)Nc1ccc2nsnc2c1,-2.4,-1,6.0,-1,1,1,-1,-0.7,-2,-0.3
O=C(NC1CCCCCC1)c1cc(S(=O)(=O)N2CCCCC2)ccc1N1CCOCC1,-1.7,-4,-0.6,-2,2,4,0,0.7,-8,-0.5
Nc1nnc(CCS(=O)(=O)c2ccc(Br)cc2)s1,3.0,1,3.9,-1,-3,6,17,2.5,-5,-1.4
Cc1cccc(-c2noc(CNC(=O)c3ccoc3C)n2)c1,-0.4,-1,1.0,4,-8,-1,-18,-3.4,-17,-1.8
Cc1ccc(-c2nnc(-c3ccccc3S(=O)(=O)Cc3ccc(Cl)cc3)o2)cc1,3.2,-5,-0.6,x,4,-5,-44,-1.8,-8,-4.0
OCCN(Cc1ccccc1)Cc1nc(CC2CC2)no1,4.0,0,-0.9,-1,-3,-7,8,-0.5,-13,-0.6
CCC(=O)NCCc1nc2ccccc2n1Cc1ccc(C)cc1,2.4,-1,3.2,x,5,9,x,-1.2,-16,0.8
O=C(NCCCN1CCOCC1)c1cc(-c2ccc(Cl)c(Cl)c2)on1,-0.8,-1,-0.2,0,11,-2,-14,-1.4,-8,-2.3
O=C1NC(c2ccccc2)=CC(c2ccccc2)N1 (stereo not given),2.4,1,5.3,-4,-19,-2,-7,1.6,-13,-2.3
CCOC(=O)[C@H](CCc1ccccc1)N[C@@H](C)C(=O)N1CCC[C@@H]1C(=O)O,-2.9,2,1.5,-1,5,1,10,-1.3,-9,-0.5
Cc1cc2ccccc2nc1Br,0.0,1,3.8,0,2,-2,-8,0.0,-6,0.3
CC(C)NS(=O)(=O)c1ccc(CCC(=O)NCc2cccnc2)cc1,2.6,-7,1.1,x,-3,-9,-14,1.3,1,-0.4
O=C(NC1CCCc2c1cnn2-c1ccccc1F)c1ccccc1N1CCOCC1 (stereo not given),4.2,2,0.0,1,1,-12,-4,-0.8,-21,-1.3
O=C1C(N2CCOCC2)=C(n2nnc3ccccc32)C(=O)c2ccccc21,1.0,10,0.3,-21,15,13,38,-4.3,13,-0.8
Cc1cc(C)n(-c2ccc(C(=O)N3CCc4ccccc43)cc2)n1,0.2,-2,0.5,17,0,-6,-71,-1.8,-4,1.2
C=CCOC(=O)C1=C(C)N=C2SCCC(=O)N2C1/C=C/c1ccccc1 (stereo not given),2.8,0,0.5,-7,1,1,x,-1.2,-6,-3.1
CCOC(=O)c1nnn(-c2nonc2N)c1-c1ccccc1,-1.3,-1,3.0,x,-1,-1,-13,-0.8,-7,-0.9
O=C(NCc1cccnc1)C(=O)NCC(c1ccco1)N1CCN(c2ccc(F)cc2)CC1 (stereo not given),0.3,0,4.5,x,x,4,-2,-2.7,21,-2.0

# Next records:
SMILES,AddAB inh,DAGLB inh,phage Ecoli inh,Wnt act,Rtt109 Vps75,Tat transport,PfHsp90 set2,Ecoli viability,PvdQ inh,CAL PDZ FP
COc1cccc(CNC(=O)Cn2nc([N+](=O)[O-])c(Br)c2C)c1,0.3,0,1.7,-1,2,-5,-7,-0.3,-3,-1.7
CCOc1ccc(NC(=O)Cc2cccc3ccccc23)c([N+](=O)[O-])c1,0.0,-6,2.1,1,-10,7,13,0.9,-12,0.1
O=C(Nc1cc(C(F)(F)F)ccc1N1CCOCC1)c1ccc2ccccc2n1,1.1,-1,2.0,-2,-5,-8,-13,-0.8,-14,0.0
Cc1nc2ccc(Cl)cc2[nH]1,x,-2,4.0,-3,-4,-4,14,x,11,-2.6
CC(NC(=O)C12CC3CC(CC(C3)C1)C2)C(=O)N/N=C/C1=C(N2CCOCC2)C(=C\c2ccccc2)/CC1 (stereo not given),1.5,1,2.0,-3,-5,6,-11,-1.6,-11,-3.8
COc1ccc(OC)c(C2C(C#N)=C(N)Oc3cc(C)n(Cc4ccccn4)c(=O)c32)c1 (stereo not given),1.0,-5,0.5,-5,3,-5,2,1.7,-8,0.9
CCOC(=O)N1CCN(Cc2c(F)cccc2Cl)CC1,0.1,1,2.0,x,-19,-6,24,-3.1,-14,0.2

# 3 records drawn at random from the list so far:
SMILES,AddAB inh,DAGLB inh,phage Ecoli inh,Wnt act,Rtt109 Vps75,Tat transport,PfHsp90 set2,Ecoli viability,PvdQ inh,CAL PDZ FP
Cc1cc2ccccc2nc1Br,0.0,1,3.8,0,2,-2,-8,0.0,-6,0.3
Cc1ccc(-c2nnc(-c3ccccc3S(=O)(=O)Cc3ccc(Cl)cc3)o2)cc1,3.2,-5,-0.6,x,4,-5,-44,-1.8,-8,-4.0
O=C(NCc1cccnc1)C(=O)NCC(c1ccco1)N1CCN(c2ccc(F)cc2)CC1 (stereo not given),0.3,0,4.5,x,x,4,-2,-2.7,21,-2.0

# Random draw from the library; about 1.9% have a hit in one of these screens.
